# Screening results from PubChem.
# DRD3 agonist = agonists of human D3 dopamine receptor; P35462; D3R DiscoveRx beta-arrestin cells, luminescence, 90 min; max activation, %; 410,000 tested, 0.58% active; in the data active means max activation above about 30%; further: 0% is about no effect; mostly tested at two doses, the higher about 12 µM
# Target sequence (P35462 whole entry, looked up): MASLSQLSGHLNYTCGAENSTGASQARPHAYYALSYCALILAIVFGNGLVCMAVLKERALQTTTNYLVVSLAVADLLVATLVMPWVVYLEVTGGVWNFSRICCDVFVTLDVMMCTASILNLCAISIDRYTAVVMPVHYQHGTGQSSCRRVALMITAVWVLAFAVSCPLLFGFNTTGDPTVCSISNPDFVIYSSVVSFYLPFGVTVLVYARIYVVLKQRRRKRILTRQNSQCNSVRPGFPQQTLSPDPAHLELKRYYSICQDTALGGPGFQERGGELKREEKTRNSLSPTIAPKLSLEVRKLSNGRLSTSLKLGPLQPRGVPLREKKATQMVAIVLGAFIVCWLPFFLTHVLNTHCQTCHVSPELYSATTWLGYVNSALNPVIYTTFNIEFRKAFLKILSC
#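 Cells at 1500/well, incubated overnight, then treated with pinned compounds (dopamine as control) for 90 min at 37 degrees C. DiscoveRx reagent added for 30 - 60 minutes at room temperature; luminescence read.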
# GLP1R cytotox = cytotoxicity in counter-screen for GLP-1R inverse agonists; HEK293 cAMP-luciferase reporter cells, luminescence, 24 h; Potency, µM (highest dose often 38.3 µM), for the others: top-dose activity change, negative = inhibition, actives largely listed as inhibitors; 410,000 tested, 0.13% active;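 further: loss of luciferase light is scored as toxicity; potency means the concentration at half of the fitted maximal effect; on the % scale 0 is the no-effect control and ±100 the full control effect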
#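 To flag toxic compounds, the library was rerun on cells for 24 hr at 37 deg C and 5% CO2. Viability-linked luminescence was captured 12 min after adding luciferase detection reagent.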
# SW480 rerep = induces DNA re-replication in SW480 colon adenocarcinoma cells; SW480 DNA re-replication, Hoechst DNA content imaging, 48 h; Potency, µM (doses to about 46.1 µM), inactives show top-dose re-replication activation, usual class: activators; 340,000 tested, 1.8% active; AID 624297; further: potency means the concentration at half of the fitted maximal effect; % of control where 0% means no effect; nearly all actives have a fitted effect of over 55% in size
#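 First, 250 cells per well were seeded. Next, compound or vehicle (23 nL) was pinned in, plates sat 48 hr at 37 C. Finally Hoechst was added for 40 min before fluorescence scanning.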
# MCF10A rerep = inducers of DNA re-replication in MCF 10A breast cells | AID 624296 | MCF 10A DNA re-replication, Hoechst nuclear intensity, 48 h | 350,000 tested, 2.9% active | Potency, µM (top dose mostly 46.1 µM), without a hit: at the highest dose activity, positive = re-replication, usual class: activators; further: potency means the concentration at half of the fitted maximal effect; % of control where 0% means no effect; nearly all actives have a fitted effect of over 50% in size
# KB-3-1 cytotox = kills parental KB-3-1 adenocarcinoma cells | Potency, µM (titrated, usually from 46.1 µM), for inactives: at the highest dose activity change, negative = cytotoxic, actives largely listed as cytotoxic | AID 1347075 | KB-3-1 viability, CellTiter-Glo ATP luminescence, 72 h | 400,000 tested, 1.4% active; further: potency means the concentration at half of the fitted maximal effect; on the % scale 0 is the no-effect control and ±100 the full control effect; nearly all actives have a fitted effect of over 60% in size
#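 Multi-concentration cytotoxicity screen in KB-3-1 cells grown in DMEM lacking phenol red with 10% FBS. After 72 h at 37 °C with compound, ATP-dependent luminescence was recorded.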
# IL1B secr inh = inhibitors of inflammasome signaling (IL-1 beta secretion). activity change, % at 57.5 µM. AID 743279. 360,000 tested, 4.7% active. THP-1 LPS/ATP IL-1B secretion, AlphaLISA, 16 h; stronger effect = lower value; in the data active means activity change below about -50%; inconclusive means mostly about -30% to -49%; further: on the % scale 0 is the no-effect control and ±100 the full control effect
#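 Secreted IL-1B measured by AlphaLISA bead assay after 16 h compound exposure of THP-1 cells; compounds (final up to 57.5 uM) added 1 h before LPS (250 ng/mL) and ATP (1.25 mM) stimulation; lower signal means less secretion.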
# KB-V1 cytotox = KB-V1 MDR subline cytotoxicity; Potency, µM (highest dose often 46.1 µM), for inactives: at the top dose activity change, negative = cytotoxicity, usual class: cytotoxic; 400,000 tested, 3.4% active; KB-V1 MDR cells viability, CellTiter-Glo, 72 h; further: potency means the concentration at half of the fitted maximal effect; on the % scale 0 is the no-effect control and ±100 the full control effect; nearly all actives have a fitted effect of over 60% in size
#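 Potencies derive from concentration-effect curves fitted to normalized luminescence (CellTiter-Glo) of KB-V1 cells treated for 72 h at 37 degrees C in phenol-red-free DMEM containing 10% FBS.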
# HT1080 IDH1KD tx = toxicity to HT-1080 IDH1 knockdown cells (counter line) | HT-1080 IDH1 knockdown viability, ATP luminescence, 48 h | Potency, µM (highest dose often 46.1 µM), for inactives: top-dose activity, negative = toxicity, hits mostly cytotoxic | 360,000 tested, 2% active | AID 686971;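 further: potency means the concentration at half of the fitted maximal effect; 0% = DMSO wells and -100% = cell-free medium wells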
#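 Cytotoxicity counter-line: IDH1KD HT-1080, 48 h, CellTiter-Glo. Curves classed by r2, magnitude and activity.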
# HT1080-NT tox = kills 2HG-producing HT-1080-NT fibrosarcoma cells; HT-1080-NT fibrosarcoma viability, CellTiter-Glo ATP luminescence, 48 h; Potency, µM (series often up to 46.1 µM), without a hit: at the highest dose activity, negative = less viability, actives largely listed as cytotoxic; 360,000 tested, 1.6% active; AID 686970;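 further: NT is the 2HG producing partner of a matched IDH1 knockdown line; potency means the concentration at half of the fitted maximal effect; 0% = DMSO-treated cells and -100% = media-only wells without cells; nearly all actives have a fitted effect of over 55% in size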
#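 Luminescent CellTiter-Glo readout after 48 hours of compound exposure at 37 degrees C defined viability of HT-1080-NT cells. Activity was normalized to DMSO wells and cell-free media wells; concentration-response curves were fitted and assigned curve classes.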
# * marks the source's active call; other numbers are inactive results; ? = inconclusive; nt = not tested or not shown; [ ] = another dose, or the depositor's remark. Unless noted, the call rests on the fitted dose curve; in most records, active means well fitted curve in the direction sought with a large enough effect; inconclusive means small, poorly fitted or top-dose-only effect, or another doubt; inactive means no such curve, though single readings can be large; an effect the other way counts as inactive or inconclusive.
SMILES,DRD3 agonist,GLP1R cytotox,SW480 rerep,MCF10A rerep,KB-3-1 cytotox,IL1B secr inh,KB-V1 cytotox,HT1080 IDH1KD tx,HT1080-NT tox
CN(C)CCCOC(=O)c1ccccc1,-4,-2%,3%,-8%,14%,13,8%,23%,-12%
CCc1ccc(OCC(=O)NNC(=O)c2cc(S(=O)(=O)N(C)C)ccc2N2CCCC2)cc1,-3,10%,-392%[inhibitor],-7%,-1%,-14,-10%,-8%,-11%
O=C(c1cc(COc2c(F)cccc2F)on1)N1CCN(C2CCCCC2)CC1,-5,-20%,36%,?,-16%,0,8%,-2%,-1%
Cc1ccc(-c2nnc(SCC(=O)Nc3nccs3)n2N)cc1,0,-2%,4%,6%,14%,-14,14%,6%,4%
O=C(c1cccc(N2C(=O)c3ccccc3C2=O)c1)N1CCCC(C(F)(F)F)C1 (stereo not given),3,5%,-6%,0%,-6%,10,6%,2%,1%
O=C(CCc1nnc(CCC2CCCCC2)o1)NCc1ccon1,-2,4%,-8%,-3%,-8%,-1,4%,-6%,-3%
Oc1c(Cl)cc(Cl)cc1/C=N/c1ncn[nH]1,-2,0%,-5%,-1%,-2%,-20,4%,12%,4%
O=C(NCc1ccccn1)c1ccc(Cl)cc1Cl,-13,2%,-1%,2%,1%,-9,?,1%,1%
CCO[C@H]1OC(C(=O)NC2CC2)=C[C@@H](c2ccc3c(c2)OCO3)[C@@H]1CCCO,5,7%,-40%,9%,9%,-2,6%,-2%,8%
O=C(c1cccs1)N(C(=O)c1cccs1)c1ccccn1,-2,-5%,23%,4%,-6%,-1,16%,-3%,4%
Cc1c(C#N)c(=O)c(-[n+]2ccccc2)c([S-])n1-c1ccc(Cl)cc1,-16,5%,3%,1%,15%,25,7%,9%,4%
Cc1oc(-c2cccc3ccccc23)nc1CN1CCN(c2ncnc3ccccc23)CC1,-5,-24%,0%,?,?,0,?,?,?
Cc1c(C(=O)N2CCN(c3cccc(Cl)c3)CC2)cccc1[N+](=O)[O-],7,-4%,3%,2%,0%,-1,0%,-14%,-10%
O=C(Nc1ccccc1-c1ccccc1)C(c1ccccc1)c1ccccc1,0,-2%,-5%,0%,4%,-5,?,-16%,-1%
COc1ccc(OC)c(NC(=O)Cc2nn(C)c(=O)c3ccccc23)c1,-10,-3%,-1%,15%,-15%,46,?,-30%,-10%
CCOC(=O)N1CCN(C(=O)CSc2ccc(Cl)cc2)CC1,3,2%,-5%,-3%,-4%,-8,-13%,-2%,1%
CC(C)(C)Cc1c(-c2ccc(F)cc2)nc2ccc(Cl)cn12,-6,?,nt,nt,-4%,43,3%,-11%,-9%
COC(=O)CCCNC(=O)c1ccc2nc(Cc3ccc(OC)cc3)oc2c1,2,5%,-17%,10%,-4%,25,5%,6%,-3%
CSc1nc(Cl)cc(N2CCOCC2)n1,9,-3%,-14%,-3%,-1%,19,9%,1%,2%
O=C(NN1C(=O)NC2(CCCCC2)C1=O)c1ccc(Cl)c(Cl)c1,7,2%,?,5%,18%,-14,14%,-6%,1%
CCc1nnc(NS(=O)(=O)c2ccc(NC(=S)NC(=O)/C=C/c3ccc([N+](=O)[O-])cc3)cc2)s1,-10,-1%,-8%,-1%,8%,63,-6%,2%,9%
COc1ccc(OC)c(/C=N/NC(=O)C(=O)N2CCCC2)c1,-6,-7%,1%,-4%,-1%,60,13%,-6%,-8%
O=C1C=C(c2ccc3c(c2)OCCO3)C[C@@H](c2ccc(F)cc2)C1,-34,-19%,3%,?,-9%,-1,-7%,-1%,-9%
Cc1cccc(N(C(=O)c2ccc(CN3CCOCC3)o2)C(C(=O)NC(C)(C)C)c2ccc(F)cc2)c1 (stereo not given),-6,-23%,-1%[9.22 µM],18%,-3%,9,6%,0%,8%
CC(C)NC(=O)c1nn(C)c2c1CS(=O)(=O)c1ccccc1-2,3,-17%,nt,nt,-1%,nt,6%,nt,nt

# Brought forward from above: 3 entries; new compounds follow.
SMILES,DRD3 agonist,GLP1R cytotox,SW480 rerep,MCF10A rerep,KB-3-1 cytotox,IL1B secr inh,KB-V1 cytotox,HT1080 IDH1KD tx,HT1080-NT tox
O=C1C=C(c2ccc3c(c2)OCCO3)C[C@@H](c2ccc(F)cc2)C1,-34,-19%,3%,?,-9%,-1,-7%,-1%,-9%
Cc1cccc(N(C(=O)c2ccc(CN3CCOCC3)o2)C(C(=O)NC(C)(C)C)c2ccc(F)cc2)c1 (stereo not given),-6,-23%,-1%[9.22 µM],18%,-3%,9,6%,0%,8%
CC(C)NC(=O)c1nn(C)c2c1CS(=O)(=O)c1ccccc1-2,3,-17%,nt,nt,-1%,nt,6%,nt,nt
CCCCOC(=O)c1ccc(S(N)(=O)=O)o1,-6,8%,nt,2%,15%,0,-16%,9%,1%
COC(=O)c1c(C)cc(O)cc1O,-14,-2%,-4%,-9%,0%,15,12%,2%,-1%
Cc1ccc(Cl)cc1-n1c(=O)cc(N2CCN(C(=O)c3ccco3)CC2)[nH]c1=O,3,-4%,-2%,-7%,-8%,-13,4%,15%,0%
CCCC(c1nnnn1C(C)(C)CC)N(Cc1ccco1)Cc1cc2ccc(OC)cc2[nH]c1=O (stereo not given),0,?,6%,?,?,?,?,-7%,-10%
Cc1ccccc1Cn1cnc2c(nnn2Cc2ccc(F)cc2)c1=O,7,-10%,-3%,2%,-1%,15,-37%,-22%,-3%
CC(=O)c1cccc(NC(=O)C(C)OC(=O)Cc2c[nH]c3ccccc23)c1 (stereo not given),-5,-7%,1%,4%,0%,8,-12%,-7%,-2%
O=C(Nc1ccc2c(c1)OCCO2)C1CCN(C(=O)c2ccc([N+](=O)[O-])cc2)CC1,-1,-3%,-10%,2%,3%,10,16%,5%,-2%
COc1nc(N)nc(NC23CC4CC(CC(C4)C2)C3)n1,-5,7%,2%,0%,6%,0,11%,-17%,-21%
CCN(/C=N/c1sc2c(c1C#N)CC(C)(C)NC2(C)C)CC,19,-29%,1%,14%,5%,-13,-23%,0%,0%
O=C(COC(=O)c1ccccn1)Nc1cccnc1Cl,5,-11%,-6%,0%,-3%,3,5%,7%,-1%
CCn1c(=O)c2cc(C(=O)N(CC(C)C)CC(C)C)sc2c2ccccc21,-12,9%,nt,nt,-10%,nt,?,nt,nt
Cc1ccc(C)c(N2CCN(C(=O)C3CCCN(S(=O)(=O)c4cccc5nonc45)C3)CC2)c1 (stereo not given),-6,-1%,nt,nt,-4%,nt,-1%,nt,nt
CCOC(=O)C1(C)CCN1C(=O)Cc1ccc(OC)cc1 (stereo not given),-8,19%,nt,nt,0%,23,-3%,0%,4%
CCC(CC)COC(=O)C1=C(C)NC(=O)NC1c1ccccc1Br (stereo not given),4,0%,-13%,?,0%,-26,-22%,-13%,-19%
CCNC(=O)c1sccc1-n1cccc1,0,-11%,11%[9.22 µM],18%,-4%,3,22%,-1%,-1%
CC1=NN(c2ccc(C(=O)OC(C)C)cc2)C(=O)/C1=C\C=C\c1ccco1,-5,1%,?,?,-5%,-3,-9%,2%,-3%
C/C(=N/NC(=O)c1ccc(Cl)cc1Cl)c1cccnc1,-9,0%,?,0%,11%,-8,-4%,-5%,-10%
COC(=O)c1cccc(NC(=O)CC2C(=O)NCCN2C(=O)Nc2cc(C)cc(C)c2)c1 (stereo not given),8,-1%,1%,7%,-2%,-62*,?,-30%,-21%
O=C(CC(c1ccccc1)c1ccccc1O)N1CCCCC1 (stereo not given),-3,-6%,-5%,-1%,0%,-11,-31%,-2%,-6%
Cc1ccccc1C(=O)NCC(=O)OCC(=O)NC(C)C1CC2CCC1C2 (stereo not given),0,3%,-2%,2%,7%,15,?,0%,-1%
CN(C)CCCNC(=O)c1cc(Br)ccc1Cl,-11,-19%,-1%,-1%,-1%,-5,0%,2%,5%
O=C(CSc1nc2c(c(=O)[nH]1)CCC2)Nc1cc(C(F)(F)F)ccc1Cl,0,9%,nt,nt,-4%,nt,7%,nt,nt
O=[N+]([O-])c1cccc(C=NNc2ccc3ccccc3n2)c1O,-13,?,?,?,-30%,84,?,?,-28%
Cc1cc(S(=O)(=O)N2CCCC(C(=O)Nc3ccc(C(=O)O)cc3)C2)ccc1Cl (stereo not given),-9,1%,8%,1%,-1%,25,1%,-6%,-13%
COC(=O)c1ccccc1NC(=O)c1sc(N)nc1C,2,11%,-3%,7%,-15%,-1,?,0%,0%

# Remaining list, next part.
SMILES,DRD3 agonist,GLP1R cytotox,SW480 rerep,MCF10A rerep,KB-3-1 cytotox,IL1B secr inh,KB-V1 cytotox,HT1080 IDH1KD tx,HT1080-NT tox
CCS(=O)(=O)Nc1ccc(C(=O)OC)cc1,2,-9%,-4%,7%,6%,-2,-4%,10%,1%
COc1ccc2c(c1)C(NC(C)=O)C(=O)N2C (stereo not given),5,3%,-5%,0%,4%,0,-5%,5%,12%
Cc1nn(-c2ccccc2)c(C)c1C(=O)OCC(=O)N1CCN(S(=O)(=O)c2ccccc2)CC1,0,-9%,9%,0%,4%,67,?,-7%,17%
COC(=O)Cn1c(CN2CCC(Cc3ccccc3)CC2)nc2c1c(=O)n(C)c(=O)n2C,-2,4%,3%,-5%,15%,-6,13%,-3%[9.24 µM],3%
Cc1oc2c(c(C)cc3oc(=O)c(CC(=O)N[C@@H](C)C(=O)O)c(C)c32)c1C,2,16%,-7%,3%,-2%,0,0%,1%,8%
CCOC(=O)c1ccc(NC(=O)CCC(=O)NCc2ccco2)cc1,5,-8%,1%,-9%,-1%,1,5%,?,?
COc1ccc(NC(=O)CCN2CCCCCC2)cc1,-16,-1%,1%,15%,9%,-4,-5%,-2%,-9%
Cc1ccc(S(=O)(=O)n2nc(OC(=O)c3ccccc3F)cc2N)cc1,-4,3%,-10%,13%,8%,4,10%,-1%,2%
COCCn1c(SCC(=O)NC2CCCC2)nnc1-c1ccco1,5,8%,5%,1%,0%,20,-7%,9%,0%
